Assay outcomes deposited in PubChem BioAssay by several laboratories.
NSD2 inh = NSD2 histone methyltransferase inhibitors, primary screen, biochemical, AlphaScreen, single concentration, set 2 | inhibition, % at 12.5 µM | Histone-lysine N-methyltransferase NSD2 (Homo sapiens), O96028 | 0.54% of 310,000 active | NSD2 peptide methylation, 120 min; in the data active = inhibition above about 50%
RTF Ca sens act = cardiac RTF calcium sensitivity activators, primary screen, biochemical, IANBD-TnC fluorescence, EC20 calcium. 0.24% of 340,000 active. activation, % at 7.2 µM. IANBD-labeled TnC RTF fluorescence at EC20 calcium; 0% EC20 calcium, 100% full calcium. Troponin I, cardiac muscle (Homo sapiens) + Troponin T, cardiac muscle (Homo sapiens) + …;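 active = activation above the mean over all tested compounds plus 3 SD, cut at about 30% in these data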;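 also: rise in fluorescence read as greater calcium sensitivity of cardiac thin filaments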
Cardiac RTF inh = cardiac RTF calcium sensitivity inhibitors, primary screen, biochemical, IANBD-TnC fluorescence, EC70 calcium | Troponin I, cardiac muscle (Homo sapiens) + Troponin T, cardiac muscle (Homo sapiens) + … | IANBD-labeled cardiac RTF, Ca2+ fluorescence | inhibition, % at 7.15 µM | 0.12% of 340,000 active | AID 493244, 2011;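 active = inhibition above the mean inhibition of all tested compounds plus 3 SD, cut at about 17% in these data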;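 also: assay run at fixed EC70 calcium of 1.6 mM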
dFosB act = activators of delta FosB homodimer, primary screen, biochemical, fluorescence polarization, TAMRA-CDK5 oligo, single point; activation, % at 25 µM; 0.99% of 340,000 active; AID 493131, 2011; Protein FosB (Mus musculus), P13346; purified delta FosB; percent of positive-control signal above neutral wells;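 active = mean activation above about 17%, with every replicate also reaching it, limit read from the data, passing the limit was not always enough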;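 also: fluorescence polarization rise as delta FosB binds a TAMRA Cdk5 AP-1 oligo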
Rtt109 HAT inh = inhibitors of C. albicans Rtt109/Vps75 HAT, primary screen, biochemical, ThioGlo CoA-SH fluorescence, plate reader; purified Rtt109/Vps75, 4 h; inhibition, % at 34.9 µM; 0.16% of 330,000 active; AID 540336, 2011;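 active = inhibition of at least 50% in every replicate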
Target sequence (Q5AAJ8 whole entry, looked up): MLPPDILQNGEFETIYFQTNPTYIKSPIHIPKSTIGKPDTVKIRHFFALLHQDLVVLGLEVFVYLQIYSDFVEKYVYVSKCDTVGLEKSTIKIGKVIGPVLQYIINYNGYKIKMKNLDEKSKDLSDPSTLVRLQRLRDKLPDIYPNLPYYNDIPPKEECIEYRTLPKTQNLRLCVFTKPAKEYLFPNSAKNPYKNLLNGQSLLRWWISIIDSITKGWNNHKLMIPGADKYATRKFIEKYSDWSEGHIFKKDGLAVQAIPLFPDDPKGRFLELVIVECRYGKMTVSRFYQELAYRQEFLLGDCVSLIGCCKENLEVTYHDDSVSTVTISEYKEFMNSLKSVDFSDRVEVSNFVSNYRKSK
PvdQ acylase = P. aeruginosa PvdQ acylase inhibitors, primary screen, biochemical, fluorescence, plate reader and imaging, single point | AID 488965, 2010 | PvdQ acylase [Pseudomonas aeruginosa LESB58] | inhibition, % at 10 µM | purified PvdQ acylase | 0.063% of 340,000 active; in the data active = inhibition above about 30%, passing the limit was not always enough;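 also: 0% = vehicle neutral wells and 100% = reference inhibitor wells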
CDK5 p35 inh = inhibitors of human CDK5/p35 kinase, primary screen, biochemical, single concentration | inhibition, % at 10 µM | Recombinant CDK5/p35, ADP-Glo luminescence, 60 min | Cyclin-dependent kinase 5 (Homo sapiens) + Cyclin-dependent kinase 5 activator 1 (Homo … | 0.01% of 330,000 active;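 active = highest replicate inhibition of at least 50% and at least 75% of replicates reaching 50%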;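 also: plate controls were DMSO neutral control for no effect and GW8510 at 10 µM for full effect; many of its hits are not listed in these tables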
Target sequence (Q00535 whole entry, looked up): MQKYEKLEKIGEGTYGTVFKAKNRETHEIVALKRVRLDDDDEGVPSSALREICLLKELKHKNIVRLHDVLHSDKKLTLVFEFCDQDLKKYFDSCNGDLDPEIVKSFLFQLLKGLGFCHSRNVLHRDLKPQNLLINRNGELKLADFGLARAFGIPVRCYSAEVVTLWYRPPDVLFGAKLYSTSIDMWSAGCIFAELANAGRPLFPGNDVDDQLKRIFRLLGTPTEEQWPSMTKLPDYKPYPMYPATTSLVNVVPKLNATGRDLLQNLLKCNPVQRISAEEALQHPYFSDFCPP
Target sequence (Q15078 whole entry, looked up): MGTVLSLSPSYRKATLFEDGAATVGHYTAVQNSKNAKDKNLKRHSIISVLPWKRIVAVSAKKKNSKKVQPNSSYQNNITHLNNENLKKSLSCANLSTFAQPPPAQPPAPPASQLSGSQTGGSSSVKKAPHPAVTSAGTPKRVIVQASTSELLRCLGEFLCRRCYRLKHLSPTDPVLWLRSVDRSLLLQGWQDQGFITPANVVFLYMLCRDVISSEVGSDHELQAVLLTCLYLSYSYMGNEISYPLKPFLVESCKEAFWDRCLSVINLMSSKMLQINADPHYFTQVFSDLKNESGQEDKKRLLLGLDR
PfHsp90 yeast 2 = growth inhibition of PfHsp90-expressing yeast, primary screen, antimalarial PfHsp90 inhibitor project, S. cerevisiae, BacTiter-Glo luminescence, single point, set 2; inhibition, % at 9.4 µM; 0.32% of 310,000 active; BacTiter-Glo ATP, 48 h; yeast lacking PDR1 and PDR3 efflux regulators;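 active = every replicate shows inhibition above about 80%, whatever the replicate mean, limit read from the data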;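 also: 0% = DMSO neutral controls and 100% = 20 µM radicicol positive controls; yeast relying on Plasmodium falciparum Hsp90 in place of its own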
LANA DNA inh = inhibitors of KSHV C-LANA binding to DNA, primary screen, biochemical, fluorescence polarization, FAM-LBS DNA, MBP-C-LANA, single point; Kaposi's sarcoma herpesvirus LANA C-terminal domain (residues 932-1162) DNA binding; inhibition, % at 9 µM; 0.078% of 340,000 active;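 active = highest replicate inhibition at or above 60% at 9 µM, even if other replicates fall short; inactive = all replicates below 60% inhibition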;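 also: 0% = neutral control wells and 100% = 4 µM acridine orange control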
Mot1-301 SUMO = yeast Mot1-301 growth rescue at high temperature, primary screen, SUMOylation pathway inhibitor project, S. cerevisiae, ATP luminescence, 38.5C; S. cerevisiae Mot1-301 growth rescue; percent above DMSO median, 100 means doubled; growth rescue, % at 18.8 µM; 1% of 320,000 active; AID 2716, 2010;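 active = every valid replicate shows activation above 250% relative to neutral control wells; inactive = the rest, any valid replicate at or below 250%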;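 also: OY570 slx delta 5 strain wells were the positive control but not used for scaling; some compounds called inactive have numbers as strong as hits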
Keap1-Nrf2 PPI = Keap1-Nrf2 protein-protein interaction inhibitors, primary screen, biochemical, fluorescence polarization, single point; inhibition, % at 9.4 µM; AID 504523, 2011; Keap1 Kelch-Nrf2 peptide fluorescence polarization, 1536-well; 0.15% of 340,000 active; in the data active = inhibition above about 12%;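 also: human Keap1 Kelch domain with fluorescein labeled Nrf2 9mer peptide probe; 0% = neutral control wells and 100% = peptide positive control; higher means more block of Keap1 binding to Nrf2 peptide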
The depositor's hits bear a star; . = no result given.

SMILES | NSD2 inh | RTF Ca sens act | Cardiac RTF inh | dFosB act | Rtt109 HAT inh | PvdQ acylase | CDK5 p35 inh | PfHsp90 yeast 2 | LANA DNA inh | Mot1-301 SUMO | Keap1-Nrf2 PPI
Cc1[nH]nc2c1C(c1ccc(OC(=O)c3ccco3)cc1)C(C#N)=C(N)O2 (centres undefined) | 0 | -9 | -4 | -4 | 0 | -12 | -1.1 | -1 | -0.7 | -5 | -8
Cc1cc(C)c(Cn2cnc(-c3ccc([N+](=O)[O-])cc3)c2)c(C)c1 | 7 | 3 | -2 | -1 | . | -7 | -0.4 | 2 | -1.2 | 26 | 2
COc1cccc(CC(=O)OCC(=O)NC(Cc2ccccc2)C(C)=O)c1 (centres undefined) | -2 | 4 | -4 | 2 | -7 | -7 | 1.6 | -4 | 4.2 | -3 | -4
CC(C)(C)C1=Nn2c(nnc2-c2ccccn2)SC1 | -2 | 1 | -4 | -2 | -3 | -5 | 1.0 | 21 | -1.0 | 14 | -2
Cc1ccc(C(=O)O)cc1NC(=O)CN1C(=O)C2C3c4ccccc4C(Br)(c4ccccc43)C2C1=O (centres undefined) | -1 | 0 | -3 | 5 | 6 | -10 | 1.6 | -9 | 0.0 | -3 | 7
CCOc1ccc(NCc2nc3ccccc3n2CCOc2ccccc2)cc1 | 2 | 4 | 2 | 9 | 3 | 12 | 0.2 | -1 | -0.8 | -7 | -4
Clc1nssc1=Nc1nncs1 | . | -2 | 8 | -4 | 1 | -6 | 0.1 | 5 | 0.5 | 0 | 2
CSc1n[nH]c2nc3c(c(=O)n12)C1(CCCCC1)Cc1ccccc1-3 | -162 | 1 | 6 | -8 | -14 | -11 | -3.1 | -6 | -0.2 | -42 | -2
Cc1ccc(C2=NN(CC(=O)NCc3ccccn3)C(=O)CC2)cc1 | 0 | 2 | -4 | 3 | -2 | -1 | -0.6 | -9 | 0.3 | 4 | -3
COc1ccc(NC(=O)c2ccco2)c2ccccc12 | 2 | 5 | -9 | -3 | -3 | -12 | -0.4 | 4 | -0.9 | -20 | 1
CC(NC(=O)c1ccco1)C(c1cccs1)N1CCN(c2ccc(F)cc2)CC1 (centres undefined) | 6 | -10 | -6 | -10 | 6 | -8 | 0.4 | -6 | 2.6 | -4 | 4
O=C(C[C@H]1C/C=C\C[C@H](Cc2ccc(F)cc2)C(=O)O[C@@H](c2ccccc2)CNC1=O)N[C@@H](CO)Cc1ccccc1 | . | -8 | -17 | -2 | 7 | 7 | -0.5 | . | 1.0 | 23 | -3
C=CCN(CC=C)C(=O)COC(=O)c1n[nH]c2ccccc12 | -2 | 5 | 8 | 1 | 0 | -10 | 0.4 | -7 | 0.6 | 2 | 1
O=C(C1CCCO1)N1CCN(S(=O)(=O)c2ccccc2)CC1 (centres undefined) | -4 | 1 | 0 | -11 | -6 | -9 | 0.5 | -43 | 0.2 | 68 | -5
O=c1nc(-c2ccccc2)c2cc(Cl)ccc2[nH]1 | -6 | -3 | -6 | -5 | . | 0 | 1.3 | -15 | -1.7 | -10 | 1
CCCCc1cc(=O)oc2cc(OCC(=O)N3CCc4ccccc43)ccc12 | 2 | 11 | -8 | -9 | -6 | -16 | -0.7 | -15 | 2.8 | -7 | -1
CCn1c(N2CCN(S(=O)(=O)c3ccccc3)CC2)nc2ccccc21 | 1 | 1 | -6 | -9 | 5 | -11 | 1.3 | -8 | 1.0 | 8 | -2
O=C(Nc1cc(Cl)ccc1-n1cncn1)C1CC1 | 2 | 0 | -1 | 0 | 0 | -28 | -8.0 | 6 | -1.6 | -5 | -4
COc1ccc(-c2nc(SCc3ccccc3)n(S(C)(=O)=O)n2)cc1 | -2 | 5 | -7 | -1 | -6 | -22 | -2.8 | -9 | -1.2 | 17 | 0
COc1ccc(/C=C2\SC(=S)N(CCC(=O)Nc3ccccn3)C2=O)cc1OC | 2 | 1 | 3 | -3 | -11 | -6 | -0.7 | -2 | 2.2 | 3 | 7
CSc1cccc(NC(=O)CN(C2CCCCC2)S(C)(=O)=O)c1 | 1 | -6 | -8 | -5 | -4 | -14 | -0.9 | 8 | 1.2 | 10 | 3
COc1cc(OC)cc(C(=O)NC(=S)NNC(=O)Cc2cccs2)c1 | -2 | -1 | 1 | -9 | 1 | 8 | 1.2 | -12 | 0.5 | -5 | 0
Cc1cc(C)c2c(c1)/C(=N/NC(=O)c1cc(C)oc1C)CCC2 | -3 | -4 | 2 | -2 | 7 | -4 | -1.2 | -3 | 0.5 | 124 | -2
COc1ccc(C=C(NC(=O)c2ccccc2)C(=O)O)cc1OC | -4 | -7 | -5 | 1 | -5 | -5 | 0.3 | -21 | -0.1 | . | 1
O=C(O)CNC(=O)c1ccc(S(=O)(=O)N2CCOCC2)cc1 | 0 | -4 | -8 | -2 | 2 | -15 | 0.4 | -6 | 0.3 | -11 | 0
Cc1ccc(S(=O)(=O)N2CCOCC2)cc1NC(=O)c1cc([N+](=O)[O-])ccc1N1CCOCC1 | 3 | -1 | -12 | -8 | -5 | -7 | -0.1 | -22 | -0.6 | 24 | 1
CCN=C(Nc1ccc2c(c1)OCO2)SC1CC(=O)N(c2ccccc2F)C1=O (centres undefined) | -4 | -2 | -14 | 6 | -7 | -8 | -0.3 | -10 | -0.5 | 7 | 1
CCCc1n[nH]c(=O)c2c1nnn2Cc1ccccc1F | 0 | 0 | -5 | -4 | -8 | -16 | -1.6 | 11 | 0.0 | -4 | 0
Cc1ccccc1C1C(C#N)=C2N=C(N)c3c(sc4c3CCCCC4)N2C2=C1C(=O)CC(C)(C)C2 (centres undefined) | 1 | 14 | -32 | -8 | 4 | 4 | -0.6 | . | 0.1 | -3 | -2
O=C1C=C(c2cccc(Cl)c2)C[C@@H](c2ccc(F)cc2)C1 | . | 6 | 5 | -9 | 0 | 37* | -0.4 | -32 | -0.1 | 15 | -4
Cc1cccc(Nc2cc(C)c3c(O)cccc3n2)c1C | . | -2 | 1 | 43* | -7 | -13 | -1.6 | 0 | -1.3 | 20 | -2
COc1ccc(NC(=O)NCCCCc2ccccc2)cc1OC | -3 | -3 | 1 | -4 | 20 | 8 | -0.7 | -7 | -1.6 | -11 | 2
CCN(CC(=O)Nc1cc(Cl)ccc1C)C(=O)CCOc1ccc(C)cc1 | -1 | -9 | -13 | -5 | 3 | -8 | 1.3 | -32 | 0.5 | 33 | 2
NC(=O)c1c(NC(=O)c2ccc(N3C(=O)CCC3=O)cc2)sc2c1CCCC2 | -1 | 1 | 4 | -6 | -3 | -11 | 4.1 | -1 | 2.1 | 4 | -3
O=C(CCCN1C(=O)c2cccnc2Oc2ccc(Cl)cc21)N1CCCCC1 | -1 | -4 | -7 | -3 | -8 | -18 | 2.0 | 14 | 0.9 | 64 | 0
Cc1nn(Cc2ccccc2)c(C)c1C(=O)OCC(=O)c1cc(C)n(CC(F)(F)F)c1C | 2 | -1 | -11 | -7 | -5 | -1 | -6.7 | -4 | -1.9 | -25 | -8
Cc1cccc(NC(=O)CCCN2C(=O)C3CC=CCC3C2=O)c1 (centres undefined) | -2 | -1 | -11 | -3 | -5 | 5 | 0.2 | 8 | -0.8 | 6 | -2
COc1ccc(C)cc1S(=O)(=O)Nc1cccc(Cl)c1Cl | -7 | -3 | 0 | 1 | -2 | -9 | -1.3 | 4 | 0.6 | 90 | -3
Cc1cc(C(=O)NCc2ccc(Cl)cc2)n(-c2ccccc2)n1 | -2 | 0 | -3 | -7 | -3 | -14 | -2.5 | 13 | -0.1 | -9 | 3
Cc1ccc(C(=O)C2=C(O)C(=O)N(c3ncccn3)C2c2ccc(Cl)cc2)o1 (centres undefined) | 3 | 1 | -4 | 0 | 1 | -10 | -0.8 | 2 | 3.7 | 2 | -9
CCCCNc1cc(F)nc(N)n1 | 3 | -7 | -4 | -9 | 3 | -14 | -3.3 | -3 | 2.0 | 7 | -2
CCc1cc(C(=O)Nc2ncccc2O)sc1C | 0 | 1 | 2 | -1 | 0 | -7 | 3.6 | 35 | -0.2 | -3 | -4
NC(=O)C1CCN(c2oc(-c3cccs3)nc2S(=O)(=O)c2ccc(Br)cc2)CC1 | 4 | 0 | -2 | -4 | -4 | -15 | 1.7 | 16 | -1.7 | -15 | -4
CC1CCN(c2ccc(N3C(=O)C4CCCCC4C3=O)cc2[N+](=O)[O-])CC1 (centres undefined) | 0 | 3 | -2 | 3 | -1 | 8 | -1.4 | -16 | 1.8 | 151 | -2
Cc1nc2ccc(Nc3ccncc3)cc2s1 | 2 | 2 | -16 | -6 | -10 | -10 | -3.4 | 9 | -0.6 | 35 | -6
O=c1[nH]n(-c2ccc(F)cc2)c2ncccc12 | 3 | 2 | 0 | -3 | 1 | -5 | -2.8 | -4 | -0.9 | 7 | 0
CC(=O)N(c1ccc(N(C(C)=O)S(=O)(=O)c2ccccc2)cc1)S(=O)(=O)c1ccccc1 | -1 | 9 | -7 | 1 | 0 | 6 | -1.4 | -14 | -2.7 | 172 | -4
Cc1cc(C(=O)COC(=O)CNC(=O)c2ccc(F)cc2)c(C)n1Cc1ccco1 | 1 | -2 | -6 | 0 | -11 | -4 | 0.6 | -1 | -0.8 | -8 | -3
COc1ccc(Cl)cc1NS(=O)(=O)c1cccc(C(=O)NCC(C)(C)N2CCOCC2)c1 | -5 | 2 | -9 | -12 | 0 | -7 | -0.1 | -2 | -0.8 | -5 | 2
COc1ccc(-c2cc(=O)oc3cc(OC(C)C(=O)NCCCn4ccnc4)ccc23)cc1 (centres undefined) | . | 3 | 0 | -5 | 11 | -9 | -0.8 | -7 | 0.8 | -15 | -1

Nothing new here: an excerpt of the list.
SMILES | NSD2 inh | RTF Ca sens act | Cardiac RTF inh | dFosB act | Rtt109 HAT inh | PvdQ acylase | CDK5 p35 inh | PfHsp90 yeast 2 | LANA DNA inh | Mot1-301 SUMO | Keap1-Nrf2 PPI
CCCCNc1cc(F)nc(N)n1 | 3 | -7 | -4 | -9 | 3 | -14 | -3.3 | -3 | 2.0 | 7 | -2
CCc1cc(C(=O)Nc2ncccc2O)sc1C | 0 | 1 | 2 | -1 | 0 | -7 | 3.6 | 35 | -0.2 | -3 | -4
